# Pol iota inh: qHTS for Inhibitors of Polymerase Iota. DNA polymerase iota (Homo sapiens), Q9UNA4. Pol iota fluorescent replication assay, 10 min. Potency, µM (doses to about 115 µM), without a hit: at the highest dose activity, negative = inhibition, actives largely listed as inhibitors. 1% of 390,000 active; note: potency is the fitted concentration of half-maximal effect
# Target sequence (Q9UNA4 whole entry, looked up): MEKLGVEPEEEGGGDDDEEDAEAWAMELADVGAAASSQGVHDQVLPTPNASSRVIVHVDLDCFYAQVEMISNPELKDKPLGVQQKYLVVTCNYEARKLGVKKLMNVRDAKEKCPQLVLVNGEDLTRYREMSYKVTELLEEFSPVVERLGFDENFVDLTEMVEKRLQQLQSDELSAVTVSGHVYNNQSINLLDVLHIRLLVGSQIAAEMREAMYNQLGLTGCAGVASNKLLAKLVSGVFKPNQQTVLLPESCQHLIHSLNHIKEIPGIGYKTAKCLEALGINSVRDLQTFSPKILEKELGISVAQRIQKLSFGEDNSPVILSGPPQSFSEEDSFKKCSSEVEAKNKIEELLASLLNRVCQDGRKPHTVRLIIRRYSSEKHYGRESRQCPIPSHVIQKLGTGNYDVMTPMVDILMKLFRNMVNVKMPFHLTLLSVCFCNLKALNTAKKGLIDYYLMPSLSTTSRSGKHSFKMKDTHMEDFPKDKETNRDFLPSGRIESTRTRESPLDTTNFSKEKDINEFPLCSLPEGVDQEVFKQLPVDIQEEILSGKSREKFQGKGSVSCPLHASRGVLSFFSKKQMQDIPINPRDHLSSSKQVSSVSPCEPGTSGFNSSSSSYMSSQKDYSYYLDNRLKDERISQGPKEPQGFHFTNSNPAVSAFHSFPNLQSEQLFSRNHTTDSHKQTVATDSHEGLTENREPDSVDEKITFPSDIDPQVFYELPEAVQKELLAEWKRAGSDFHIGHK
#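 Fluorescent replication assay read twice, at 0 min and 10 min after adding 50 nM (final) substrate. Enzyme (10 nM) and compounds were first incubated 15 min at room temperature; enzyme-free buffer wells were negative controls.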
# BLM helicase inh: qHTS Assay for Inhibitors of Bloom's syndrome helicase (BLM); RecQ-like DNA helicase BLM (Homo sapiens), P54132; recombinant BLM DNA unwinding, fluorescence dequenching; Potency, µM (highest dose often 56.1 µM), inactives show at the top dose activity change, negative = inhibition, actives largely listed as inhibitors; 0.2% of 350,000 active; AID 2528, 2010;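 note: potency is the fitted concentration of half-maximal effect; plate controls were vehicle for no effect and no enzyme for full effect; nearly all actives have a fitted effect of over 35% in size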
# Apoferritin bind: qHTS Assay for Identification of Novel General Anesthetics | Ferritin light chain (Equus caballus), P02791 | apoferritin/1-aminoanthracene competitive binding, fluorescence | Potency, µM (titrated, usually from 77.5 µM), for inactives: at the highest dose activity change, negative = displacement, actives largely listed as inhibitors | AID 485281, 2010 | 0.074% of 350,000 active; note: potency is the fitted concentration of half-maximal effect; % is set by controls: 0 for no effect and ±100 for the full control effect; nearly all actives have a fitted effect of over 20% in size
#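 Read-out: endpoint 1-AMA fluorescence, excitation 380 nm and emission 535 nm, after compounds sit 10 min at room temperature with 10 uM horse-spleen apoferritin in 50% saturated 1-AMA/PBS. Values come from four-parameter Hill fits.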
# Pol eta inh: qHTS for Inhibitors of Polymerase Eta. Potency, µM (top dose mostly 114 µM), without a hit: at the highest dose activity change, negative = inhibition, usual class: inhibitors. AID 588591, 2011. 1.2% of 390,000 active. recombinant Pol eta, fluorescent DNA replication assay. DNA polymerase eta (Homo sapiens), Q9Y253; note: potency is the fitted concentration of half-maximal effect; % is set by controls: 0 for no effect and ±100 for the full control effect
#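 Pol eta (10 nM) was preincubated with compounds for 15 min at room temperature, after which fluorescent replication substrate (50 nM final) was added to start the reaction. Fluorescence was read kinetically at 0 and 10 min.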
# Pol beta inh: qHTS Assay for Inhibitors of DNA Polymerase Beta; AID 485314, 2010; P06746; Potency, µM (titrated, usually from 114 µM), for inactives: top-dose activity change, negative = inhibition, hits mostly inhibitors; Pol beta primer extension/strand displacement, fluorescence kinetic; 1.3% of 340,000 active; note: potency is the fitted concentration of half-maximal effect; % is set by controls: 0 for no effect and ±100 for the full control effect
#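 10 nM enzyme + cpd, 15 min RT; start with substrate 50 nM final; read 0 min and after 10 min RT. Corrected, normalized data; 4-parameter Hill curve fit.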
# RXFP1 antag: qHTS Assay for Antagonists of the Relaxin Receptor RXFP1; Relaxin receptor 1 (Homo sapiens), Q9HBX9; HEK293-RXFP1, relaxin-stimulated cAMP HTRF, 30 min; active compounds read low; activity change, negative = inhibition, % at 57.5 µM; 0.59% of 350,000 active;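 active = activity change of -60% or lower, but not beyond a set lower limit; inconclusive = change between -60% and -40%, or beyond the set limit; inactive = change above -40%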; note: % is set by controls: 0 for no effect and ±100 for the full control effect
# Pol kappa inh: qHTS for Inhibitors of Polymerase Kappa; DNA polymerase kappa (Homo sapiens), Q9UBT6; 0.53% of 400,000 active; purified Pol kappa, fluorescent DNA synthesis assay, 10 min; AID 588579, 2011; Potency, µM (highest dose often 107 µM), for inactives: at the highest dose activity, negative = inhibition, usual class: inhibitors; note: potency is the fitted concentration of half-maximal effect; % is set by controls: 0 for no effect and ±100 for the full control effect
#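 Enzyme at 10 nM met test compounds for 15 min at room temperature. Substrate addition (50 nM final) began the reaction, which was monitored by fluorescence at 0 and 10 min.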
# APE1 inh: qHTS Assay for Inhibitors of the Human Apurinic/apyrimidinic Endonuclease 1 (APE1); recombinant APE1, TAMRA/BHQ-2 abasic DNA cleavage fluorescence; 0.35% of 350,000 active; AID 2517, 2012; DNA repair nuclease/redox regulator APEX1 (Homo sapiens), P27695; Potency, µM (doses to about 65.8 µM), inactives show top-dose activity change, negative = inhibition, usual class: inhibitors;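 note: potency is the fitted concentration of half-maximal effect; plate controls were vehicle for no effect and reference inhibitor for full effect; nearly all actives have a fitted effect of over 55% in size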
# Target sequence (P27695 whole entry, looked up): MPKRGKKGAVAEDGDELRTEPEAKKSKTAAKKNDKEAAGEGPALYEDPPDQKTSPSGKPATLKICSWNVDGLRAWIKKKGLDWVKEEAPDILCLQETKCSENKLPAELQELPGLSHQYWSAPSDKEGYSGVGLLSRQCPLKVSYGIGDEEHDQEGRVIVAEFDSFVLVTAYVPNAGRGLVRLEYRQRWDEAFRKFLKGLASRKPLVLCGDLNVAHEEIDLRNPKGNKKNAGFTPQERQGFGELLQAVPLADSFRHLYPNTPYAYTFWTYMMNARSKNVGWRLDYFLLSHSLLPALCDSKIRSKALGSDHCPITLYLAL
#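 Endonuclease cleavage of a quenched abasic-site DNA duplex (50 nM) by APE1 (0.75 nM) was tracked by TAMRA dequenching. Compounds were preincubated with enzyme 15 min at room temperature; data normalized to buffer-only and DMSO wells plus NSC13755 control.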
# Tb PGK inh: qHTS Assay to Find Inhibitors of Phosphoglycerate Kinase. Phosphoglycerate kinase, glycosomal (Trypanosoma brucei brucei), P07378. PGK/GAPDH coupled, Kinase-Glo luminescence, 60 min. Potency, µM (doses to about 57.5 µM), inactives show top-dose activity change, negative = inhibition, actives largely listed as inhibitors. 0.043% of 380,000 active. AID 602233, 2012; note: potency is the fitted concentration of half-maximal effect; % is set by controls: 0 for no effect and ±100 for the full control effect; nearly all actives have a fitted effect of over 60% in size
#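 Recombinant glycosomal PGK reaction used 1,3-bisphosphoglycerate generated in-well by GAPDH (100nM final) in 100mM TEA pH 7.6, 5mM MgCl2, 0.01% Tween-20. After 60 minutes at room temperature, ATP was read by Kinase-Glo Plus luminescence end-point.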
# * hit, by the source's call; i = inactive; u = inconclusive; x = not tested or not shown; [ ] = remark or other dose. Unless noted, calls come from the whole dose curve; as a rule, active = well fitted curve in the direction sought with a large enough effect; inconclusive = small, poorly fitted or top-dose-only effect, or another doubt; inactive = no such curve, though single readings can be large; an effect the other way counts as inactive or inconclusive.
No.	compound	Pol iota inh	BLM helicase inh	Apoferritin bind	Pol eta inh	Pol beta inh	RXFP1 antag	Pol kappa inh	APE1 inh	Tb PGK inh
1	CCC(NC(=O)COc1cc2c(c3oc(=O)c(C)c(C)c13)CCC(C)(C)O2)C(=O)O (stereo not drawn)	16%	-1%	21%	-5%	1%	5	7%	54%[activator]	i
2	CCC1(c2ccc(F)cc2)NC(=O)N(CC(=O)Nc2ccc(C)c(S(=O)(=O)N3CCOCC3)c2)C1=O (stereo not drawn)	100%[activator]	-6%	u	-12%	3%	-1	-12%	-3%	6%
3	Cc1cc(C)n(-c2cc(C(C)(C)C)nc3c(-c4ccccc4)cnn23)n1	21%	-12%	-13%	-16%	11%	-80*	-11%	-2%	1%
4	O=C(OCCOc1ccc(Br)cc1)c1ccc(Cl)nc1	9%	-8%	-23%	-14%	3%	-8	7%	-8%	-10%
5	CC(C)CN(C(=O)CN1CCN(c2ccccc2F)CC1)c1c(N)n(CC(C)C)c(=O)[nH]c1=O	15%	-5%	-7%	-14%	-8%	8	-14%	-4%	-4%
6	Cc1c(C(=O)NCC(c2ccco2)N2CCCC2)oc2ccc(Cl)cc12 (stereo not drawn)	u	6%	-13%	-17%	29%	7	-2%	1%	0%
7	CCn1cc(C(=O)N2CCCCC2)c(=O)c2cc(S(=O)(=O)N3CCC(C)CC3)ccc21	30%	-2%	-15%	-24%	40%	5	-1%	15%	7%
8	CC(C)(C)NS(=O)(=O)c1ccc(Oc2ncc(C(F)(F)F)cc2Cl)cc1	0%	-9%	-11%	-9%	-12%	-7	-13%	-8%	11%
9	O=[N+]([O-])c1ccc2c(c1)nc1n2CCN(c2ccccc2)C1	11%	-5%	-10%	-9%	28%	-15	11%	7%	i
10	O=C1CCc2cc(S(=O)(=O)NC(C(=O)NCc3cccnc3)c3ccccc3)ccc2N1 (stereo not drawn)	3%	-2%	-11%	2%	1%	x	2%	3%	-6%
11	CC(=O)c1cccc(NC(=O)COC(=O)Cc2ccc(Cl)cc2)c1	10%	x	x	-13%	x	-2	-6%	-12%	-6%
12	O=C1N/C(=N/N=C/c2ccccc2)SC1(c1ccccc1)c1ccccc1	8%	-3%	u	2%	-1%	-12	-12%	-3%	-7%
13	COc1ccccc1N(C)S(=O)(=O)c1ccc(C(=O)OCC(=O)N2CCCCCC2)cc1	72%[activator]	-2%	u	-8%	24%	-11	3%	0%	0%
14	CN(C)/C=C(\C=O)c1c(Cl)cccc1Cl	-16%	-5%	-6%	u	0%	13	4%	0%	-22%
15	O=C(NCCc1ccccc1)Nc1ccc2c(c1)OCO2	18%	-4%	-14%	-20%	-7%	0	-2%	-2%	x
16	COc1ccc2c(c1OC)C(=O)OC2N1C(=O)CC[C@H]1C(=O)Nc1ccc(F)cc1F (stereo partly drawn)	7%	-4%	-6%	-1%	59%	x	9%	-6%	-9%
17	O=C1CCc2cc(S(=O)(=O)NC(Cc3ccccc3)C(=O)N3CCN(c4ccccn4)CC3)ccc2N1 (stereo not drawn)	-12%	3%	-3%	-14%	3%	9	-10%	5%	-9%
18	CCN(CC)S(=O)(=O)c1ccc(OC)c(NC(=O)c2ccc3c(c2)OCO3)c1	96%[activator]	-4%	-2%	-10%	1%	18	-7%	2%	i
19	Cc1nc2ccccc2c(=O)n1NC(=O)C1CC1C (stereo not drawn)	-1%	-13%	-1%	-18%	-2%	-1	7%	-1%	-7%
20	O=C(CN1CCOCC1)N/N=C/C=C/c1ccccc1	19%	-4%	-9%	-2%	-1%	-3	-3%	0%	16%
21	COc1ccc(/C=N\NC(=O)c2sccc2C)cc1Cn1nc(C)cc1C	28%	-2%	u	-19%	u	-4	-10%	9%	-6%
22	O=C(O)c1cccc(N=NN2CCOCC2)c1	40%[activator]	-3%	-5%	9%	5%	10	-9%	3%	3%
23	O=C(NCc1ccco1)c1cccc(S(=O)(=O)N2CCOCC2)c1	16%	-4%	-18%	3%	-19%	2	-12%	-3%	i
24	COC(=O)c1ccc(Cn2nc(C)c(Br)c2C)cc1	-6%	-1%	-21%	-9%	-20%	-2	-3%	1%	i
25	CCOc1ccccc1N(CC(=O)N(C)Cc1ccccc1)S(=O)(=O)c1ccccc1	27%	-11%	-16%	-19%	-1%	-3	-15%	6%	2%
26	Nc1nc(=S)[nH]c2c1C1(CCCC1)Cc1ccccc1-2	-11%	-1%	-13%	5%	49%	7	-20%	0%	-5%
27	CCC1(CC)NC(=O)N(CC(=O)OCC(=O)NC(=O)c2ccccc2)C1=O	153%[activator]	-1%	-2%	2%	-12%	-3	-4%	-2%	7%
28	CCOc1ccccc1OCCCC(=O)Nc1cccc(S(=O)(=O)N2CCOCC2)c1	-8%	x	x	3%	x	-7	-1%	11%	-10%
29	CC(=O)Nc1ccc(NS(=O)(=O)c2ccc3[nH]c(=O)[nH]c3c2)cc1	4%	2%	-7%	9%	7%	-9	-2%	-1%	-4%
30	O=C(NNc1ccccc1[N+](=O)[O-])Nc1cccc(Cl)c1	-2%	-22%	-9%	3%	-30%	13	-13%	u	-3%

# An excerpt of these results, in transposed form:
19	Cc1nc2ccccc2c(=O)n1NC(=O)C1CC1C (stereo not drawn)
12	O=C1N/C(=N/N=C/c2ccccc2)SC1(c1ccccc1)c1ccccc1
2	CCC1(c2ccc(F)cc2)NC(=O)N(CC(=O)Nc2ccc(C)c(S(=O)(=O)N3CCOCC3)c2)C1=O (stereo not drawn)
Compound	19	12	2
Pol iota inh	-1%	8%	100%[activator]
BLM helicase inh	-13%	-3%	-6%
Apoferritin bind	-1%	u	u
Pol eta inh	-18%	2%	-12%
Pol beta inh	-2%	-1%	3%
RXFP1 antag	-1	-12	-1
Pol kappa inh	7%	-12%	-12%
APE1 inh	-1%	-3%	-3%
Tb PGK inh	-7%	-7%	6%

# Three records drawn at random from the list so far:
No.	compound	Pol iota inh	BLM helicase inh	Apoferritin bind	Pol eta inh	Pol beta inh	RXFP1 antag	Pol kappa inh	APE1 inh	Tb PGK inh
5	CC(C)CN(C(=O)CN1CCN(c2ccccc2F)CC1)c1c(N)n(CC(C)C)c(=O)[nH]c1=O	15%	-5%	-7%	-14%	-8%	8	-14%	-4%	-4%
29	CC(=O)Nc1ccc(NS(=O)(=O)c2ccc3[nH]c(=O)[nH]c3c2)cc1	4%	2%	-7%	9%	7%	-9	-2%	-1%	-4%
10	O=C1CCc2cc(S(=O)(=O)NC(C(=O)NCc3cccnc3)c3ccccc3)ccc2N1 (stereo not drawn)	3%	-2%	-11%	2%	1%	x	2%	3%	-6%

# The main list resumes; the 2 compounds before the break are reprinted first.
No.	compound	Pol iota inh	BLM helicase inh	Apoferritin bind	Pol eta inh	Pol beta inh	RXFP1 antag	Pol kappa inh	APE1 inh	Tb PGK inh
29	CC(=O)Nc1ccc(NS(=O)(=O)c2ccc3[nH]c(=O)[nH]c3c2)cc1	4%	2%	-7%	9%	7%	-9	-2%	-1%	-4%
30	O=C(NNc1ccccc1[N+](=O)[O-])Nc1cccc(Cl)c1	-2%	-22%	-9%	3%	-30%	13	-13%	u	-3%
31	CC(=O)c1c(C)[nH]c(C(=O)N(C)CC(=O)Nc2ccc(Cl)c(C(F)(F)F)c2)c1C	37%[activator]	-5%	-13%	-12%	15%	-13	-1%	7%	8%
32	Cc1ccc(-c2nc3ccccc3[nH]2)cc1NC(=O)c1sc2cc(Cl)ccc2c1Cl	11%	-3%	-6%	-12%	-24%	3	-12%	-1%	7%
33	CCC(Sc1nc(-c2ccccc2)c(C#N)c(=O)[nH]1)C(=O)Nc1nnc(C)s1 (stereo not drawn)	u	0%	2%	6%	1%	0	-21%	-4%	-1%
34	COCCN1C(=O)c2ccc(C(=O)NCc3ccco3)cc2C1=O	16%	-1%	-4%	4%	8%	-3	-3%	26%	6%
35	CC1(C)CN=C(c2ccccc2)NC1	42%[activator]	x	x	-5%	x	-2	-2%	x	i
36	CC(=O)c1ccc(-c2ccc(C(=O)NC3CC(C)(C)NC(C)(C)C3)o2)cc1	30%[activator]	x	x	-15%	x	-2	-4%	26%	-6%
37	CCOC(=O)c1noc(C)c1C(=O)Nc1cccc(F)c1	-4%	3%	2%	-5%	15%	-6	-3%	u	-8%
38	O=C(NCC(O)c1ccc([N+](=O)[O-])cc1)C1=COCCO1 (stereo not drawn)	39%[activator]	x	x	-2%	x	-12	-9%	13%	1%
39	O=C(COC(=O)/C=C/c1ccccc1[N+](=O)[O-])NCC1CCCO1 (stereo not drawn)	42%[activator]	2%	-3%	-24%	17%	u	-7%	-5%	i
40	CCCCC(=O)Nc1c(C(=O)N2CCN(c3ccccc3F)CC2)oc2ccccc12	-1%	-2%	3%	4%	26%	u	9%	x	-3%
41	O=C(Nc1ccsc1C(=O)NC1CC1)c1ccccc1	12%	-1%	-3%	-10%	0%	0	-10%	-1%	-11%
42	COc1ccc(CCNC(=O)C2CCCN(S(=O)(=O)N3CC(C)CC(C)C3)C2)cc1OC (stereo not drawn)	26%	1%	20%	-11%	-17%	-1	1%	60%[activator]	i
43	COc1ccc(OC)c(NC(=O)Cn2c(=O)n(-c3ccc(Cl)cc3)c(=O)c3c(C)c(C)sc32)c1	2%	-4%	-5%	-10%	7%	-8	-3%	x	5%

# Source: PubChem

# This is a subset (hit frequency here may not be typical).
